High-throughput results as filed in PubChem.
NFkB SMM: binders of human NF-kappa-B p105 | P19838 | actives 1.3% (n = 17,000) | AID 624139 | calls only | Small molecule microarray, anti-His fluorescence binding;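 active = spot fluorescence over background significantly raised, with a chance value under 7% in all four replicate spots of the compound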;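 note: probe protein is his-tagged human p50 processed subunit at 1 µg/ml; raw spot fluorescence signals with no normalization applied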
Target sequence (P19838 1-433 limits assumed): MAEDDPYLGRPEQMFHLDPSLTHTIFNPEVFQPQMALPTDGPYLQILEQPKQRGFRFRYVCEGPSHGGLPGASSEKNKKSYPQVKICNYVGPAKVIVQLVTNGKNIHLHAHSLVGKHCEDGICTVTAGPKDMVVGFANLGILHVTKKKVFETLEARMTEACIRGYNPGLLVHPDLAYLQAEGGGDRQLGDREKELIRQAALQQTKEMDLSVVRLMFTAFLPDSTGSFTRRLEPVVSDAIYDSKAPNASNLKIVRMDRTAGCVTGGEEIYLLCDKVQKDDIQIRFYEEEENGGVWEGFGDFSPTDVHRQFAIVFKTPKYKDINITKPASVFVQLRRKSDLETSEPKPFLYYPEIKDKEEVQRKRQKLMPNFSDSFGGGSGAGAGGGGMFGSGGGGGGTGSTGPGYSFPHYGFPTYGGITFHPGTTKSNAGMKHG
Calls only; i = inactive; + = active, no number. This is a subset; rates above refer to the full screens.

SMILES	NFkB SMM
COc1ccc(-c2c(-c3ccc(OCc4cnn(-c5ccccc5)c4)c(C)c3O)n[nH]c2C)cc1	i
COc1cc(CNCc2ccccc2)cc(I)c1OCC#N	i
C[C@@H]1CN([C@H](C)CO)C(=O)Cc2cc(NC(=O)C3CC3)ccc2O[C@@H]1CN(C)Cc1ccc(C(F)(F)F)cc1	i
CC(C)NC(=O)Nc1ccc2c(c1)C(=O)N([C@H](C)CO)C[C@H](C)[C@@H](CN(C)C(=O)c1ccncc1)OCCCC[C@@H](C)O2	i
CC(=O)c1cccc(NC(=O)c2ccsc2NC(=O)COc2ccccc2)c1	i
C[C@@H]1CN([C@H](C)CO)C(=O)c2cc(NS(=O)(=O)c3ccccc3)ccc2O[C@@H](C)CCCCO[C@@H]1CN(C)S(C)(=O)=O	i
COc1ccc(NC(=O)N(C)C[C@@H]2Oc3ncc(C#Cc4ccccc4)cc3C(=O)N([C@H](C)CO)C[C@@H]2C)cc1	i
C[C@H](CO)N1C[C@H](C)[C@@H](CN(C)C(=O)c2cc(-c3ccccc3)on2)OCc2cn(nn2)CCCC1=O	i
Cc1ccc(-c2nnc(SCC(=O)Nc3ccc(Br)cc3C(C)C)o2)cc1	i
O=C(CN1C(=O)c2ccccc2C1=O)Oc1ccc(C(=O)Nc2ccccc2)cc1	i
CC(C)NC(=O)Nc1ccc2c(c1)CC(=O)N([C@H](C)CO)C[C@H](C)[C@H](CN(C)CC1CC1)O2	i
CCCc1c(OCC(O)COc2ccc3c(=O)cc(C(=O)O)oc3c2CCC)ccc(C(C)=O)c1O (configuration not stated)	i
O=C(OCCN1CCOCC1)C1(c2ccccc2)CCCCC1	i
CCCOc1cc(N)ccc1C(=O)OCCN(CC)CC	i
Cc1noc(C)c1NC(=O)N(C)C[C@H]1Oc2c(NC(=O)C3CCCCC3)cccc2C(=O)N([C@@H](C)CO)C[C@H]1C	i
COc1ccc(NC(=O)Nc2cccc3c2O[C@H](CN(C)S(=O)(=O)c2cccs2)[C@@H](C)CN([C@H](C)CO)C3=O)cc1	i
C[C@@H]1CCCCO[C@@H](CN(C)C(=O)CCCN(C)C)[C@H](C)CN([C@H](C)CO)C(=O)c2cc(NC(=O)Cc3ccccc3)ccc2O1	i
C[C@@H]1CN([C@@H](C)CO)C(=O)c2cc(NC(=O)C3CCCCC3)ccc2O[C@@H](C)CCCCO[C@@H]1CN(C)C(=O)Nc1ccccc1	i
COc1ccc(CN(C)C[C@@H]2Oc3ccc(NC(=O)Nc4c(C)noc4C)cc3CC(=O)N([C@@H](C)CO)C[C@@H]2C)cc1	i
C[C@@H]1CN([C@@H](C)CO)C(=O)c2cc(NC(=O)c3ccncc3)ccc2O[C@@H]1CN(C)C(=O)Nc1ccc(F)cc1	i
C[C@H](CO)N1C[C@H](C)[C@@H](CN(C)S(=O)(=O)c2ccccc2)OCCCC[C@H](C)Oc2ccc(NC(=O)CCC(F)(F)F)cc2C1=O	i
C[C@@H]1CCCCO[C@H](CN(C)S(=O)(=O)c2cccs2)[C@@H](C)CN([C@H](C)CO)C(=O)c2cc(NS(=O)(=O)c3cccs3)ccc2O1	i
CCCC(=O)c1ccc(OCc2nc3ccccc3[nH]2)cc1	i
Cc1cc2c(=O)n(Cc3ccco3)c(SCC(=O)N3CCc4ccccc43)nc2s1	i
COc1ccc(NC(=O)Nc2cccc3c2O[C@H](CN(C)C)[C@@H](C)CN([C@@H](C)CO)C3=O)cc1	i
COC(=O)C(CC#Cc1ccc2c(c1)[C@]1(C(=O)N2)[C@H](c2ccc(OCCO)cc2)N2[C@H](c3ccccc3)[C@H](c3ccccc3)OC(=O)[C@H]2[C@@H]1C(=O)NC[C@H](O)c1ccccc1)C(=O)OC	i
C[C@@H]1CN([C@@H](C)CO)C(=O)c2cc(NC(=O)NC3CCCCC3)ccc2O[C@H]1CN(C)S(=O)(=O)c1cn(C)cn1	i
C[C@@H]1CN([C@@H](C)CO)C(=O)CCCn2cc(nn2)CO[C@H]1CN(C)C(=O)Nc1cccc(Oc2ccccn2)c1	i
C[C@@H]1CN([C@H](C)CO)C(=O)Cc2cc(NS(=O)(=O)c3cccs3)ccc2O[C@@H]1CN(C)Cc1ccccc1	i
C[C@H](CO)N1C[C@H](C)[C@@H](CN(C)C(=O)Nc2ccc(C(F)(F)F)cc2)Oc2ccc(NC(=O)Nc3ccccc3)cc2CC1=O	i
Cc1noc(C)c1S(=O)(=O)Nc1cccc2c1O[C@H](CN(C)CC1CCCCC1)[C@H](C)CN([C@H](C)CO)C2=O	i
COc1ccc(C[C@H](N)C(=O)N[C@@H]2[C@@H](CO)OC(n3cnc4c(N(C)C)ncnc43)[C@@H]2O)cc1 (some centres not stated)	i
CNC[C@@H]1Oc2c(NC(=O)Nc3ccccc3)cccc2C(=O)N([C@H](C)CO)C[C@H]1C	i
CC(C)c1cnc(NC(=O)Cc2ccccc2)s1	i
O=C(CSc1nnc(-c2ccccc2)n1-c1ccccc1)Nc1ccccc1C(F)(F)F	i
COc1cccc(C2CC(=O)NC(SCC(=O)Nc3ccccc3Cl)=C2C#N)c1OC (configuration not stated)	i
C[C@H](CO)N1C[C@H](C)[C@@H](CN(C)S(=O)(=O)c2cn(C)cn2)Oc2ccc(N(C)C)cc2C1=O	i
O=C(Nc1ccccc1)C1=C[C@@H](c2ccc3c(c2)OCO3)C[C@@H](OCCCCO)O1	i
COc1ccc(C(=O)NCCCSc2nc(C(C)(C)C)cc(C(F)(F)F)n2)cc1	i
Cn1c(SCC(=O)NC2CCCCCC2)nnc1-c1ccco1	i
C/C=C(\C)C(=O)OC(C)(C)C1Cc2cc3ccc(=O)oc3cc2O1 (configuration not stated)	i
CC(C)[C@@H]1C=C(C(=O)O)O[C@H](OCc2ccc(CO)cc2)C1	i
COc1ccc(NC(=O)Nc2cccc3c2O[C@@H](CN(C)C)[C@@H](C)CN([C@H](C)CO)C3=O)cc1	i
Cc1nnc(SCC(=O)n2c3c(c4ccccc42)CC(C)CC3)s1 (configuration not stated)	i
Cc1cc(C)c(C(=O)Nc2ccc(S(=O)(=O)Nc3cc(C)nc(C)n3)cc2)c(C)c1	i
O=c1[nH]c(NCCCO)nc2c1C1(CCCC1)Cc1ccccc1-2	i
C[C@H](CO)N1C[C@H](C)[C@@H](CN(C)C(=O)NC2CCCCC2)Oc2ccc(NC(=O)Nc3ccc(F)cc3)cc2C1=O	i
CC1(C)Cc2c(sc3nc(SCC(=O)O)[nH]c(=O)c23)CO1	i
Cn1c(SCC(=O)c2cccc([N+](=O)[O-])c2)nnc1-c1ccco1	i
CCCN(C)C[C@H]1OCCCC[C@@H](C)Oc2ccc(NC(=O)CCC(F)(F)F)cc2C(=O)N([C@@H](C)CO)C[C@H]1C	i
COc1ccccc1CC(=O)Nc1ccc(-c2nnc(-c3ccccc3)o2)cc1	i
Cc1cc(C)nc(N(C#N)C(C(=O)c2ccccc2)c2ccccc2)n1 (configuration not stated)	i
CN(CC(=O)Nc1ccc(C(=O)O)cc1)S(=O)(=O)c1ccccc1	i
C[C@H](CO)N1C[C@H](C)[C@@H](CN(C)C(=O)NC2CCCCC2)Oc2ccc(NC(=O)Nc3ccc4c(c3)OCO4)cc2C1=O	i
C=CCNC(=O)[C@@H]1[C@H]2C(=O)O[C@H](c3ccccc3)[C@H](c3ccccc3)N2[C@H](c2ccc(OCCO)cc2)[C@@]12C(=O)Nc1ccc(C#CC3=CCCCC3)cc12	i
COc1cc2c(cc1OC)CN(C(=O)[C@H]1[C@@H]3C(=O)O[C@@H](c4ccccc4)[C@@H](c4ccccc4)N3[C@@H](c3ccccc3OCCO)[C@]13C(=O)Nc1ccc(C#CC4(O)CCCCCC4)cc13)CC2	i
C=CCOC(=O)[C@H]1[C@@H]2C(=O)O[C@@H](c3ccccc3)[C@@H](c3ccccc3)N2[C@@H](c2ccc(OCCOC(=O)[C@H]3C[C@H]4C(=O)N5CCC[C@H]5C(=O)N4[C@H]3c3cccc(OCCO)c3)cc2)[C@]12C(=O)Nc1ccccc12	i
COc1ccc(CN(C)C[C@H]2Oc3ccc(NC(=O)Cc4ccccc4)cc3CC(=O)N([C@H](C)CO)C[C@H]2C)cc1	i
CC(C)NC(=O)Nc1ccc2c(c1)C(=O)N([C@@H](C)CO)C[C@H](C)[C@H](CN(C)C(=O)Nc1ccc3c(c1)OCO3)OCCCC[C@H](C)O2	i
O=C(NCc1cccnc1)c1ccc2c(c1)C(=O)N(Cc1cccnc1)C2=O	i

A portion taken from the entries so far, as a working copy:
SMILES	NFkB SMM
Cc1ccc(-c2nnc(SCC(=O)Nc3ccc(Br)cc3C(C)C)o2)cc1	i
O=C(CN1C(=O)c2ccccc2C1=O)Oc1ccc(C(=O)Nc2ccccc2)cc1	i
CC(C)NC(=O)Nc1ccc2c(c1)CC(=O)N([C@H](C)CO)C[C@H](C)[C@H](CN(C)CC1CC1)O2	i
CCCc1c(OCC(O)COc2ccc3c(=O)cc(C(=O)O)oc3c2CCC)ccc(C(C)=O)c1O (configuration not stated)	i
O=C(OCCN1CCOCC1)C1(c2ccccc2)CCCCC1	i
CCCOc1cc(N)ccc1C(=O)OCCN(CC)CC	i
Cc1noc(C)c1NC(=O)N(C)C[C@H]1Oc2c(NC(=O)C3CCCCC3)cccc2C(=O)N([C@@H](C)CO)C[C@H]1C	i
COc1ccc(NC(=O)Nc2cccc3c2O[C@H](CN(C)S(=O)(=O)c2cccs2)[C@@H](C)CN([C@H](C)CO)C3=O)cc1	i
C[C@@H]1CCCCO[C@@H](CN(C)C(=O)CCCN(C)C)[C@H](C)CN([C@H](C)CO)C(=O)c2cc(NC(=O)Cc3ccccc3)ccc2O1	i
C[C@@H]1CN([C@@H](C)CO)C(=O)c2cc(NC(=O)C3CCCCC3)ccc2O[C@@H](C)CCCCO[C@@H]1CN(C)C(=O)Nc1ccccc1	i
COc1ccc(CN(C)C[C@@H]2Oc3ccc(NC(=O)Nc4c(C)noc4C)cc3CC(=O)N([C@@H](C)CO)C[C@@H]2C)cc1	i
C[C@@H]1CN([C@@H](C)CO)C(=O)c2cc(NC(=O)c3ccncc3)ccc2O[C@@H]1CN(C)C(=O)Nc1ccc(F)cc1	i

The results go on.
SMILES	NFkB SMM
C[C@H](CO)N1C[C@H](C)[C@@H](CN(C)CC2CCCCC2)Oc2ccc(NC(=O)Nc3ccc4c(c3)OCO4)cc2C1=O	+
COc1cccc(CN2CCN(Cc3cccc([N+](=O)[O-])c3)CC2)c1OC	i
Cc1noc(C)c1NC(=O)Nc1ccc2c(c1)CC(=O)N([C@@H](C)CO)C[C@@H](C)[C@@H](CN(C)Cc1ccc(C(F)(F)F)cc1)O2	i
C[C@H](CO)N1C[C@H](C)[C@H](CN(C)C(=O)CCCN(C)C)OCCCC[C@H](C)Oc2ccc(NS(=O)(=O)c3cccs3)cc2C1=O	i
COc1ccc(S(=O)(=O)N(C)C[C@H]2Oc3c(NC(=O)c4nc5ccccc5s4)cccc3C(=O)N([C@H](C)CO)C[C@@H]2C)cc1	i
Cn1c(SCC(=O)N2CCN(Cc3ccccc3)CC2)nnc1-c1ccncc1	i
N#CCCN(Cc1ccccc1)C(=O)c1ccccc1[N+](=O)[O-]	i
COc1ccc(S(=O)(=O)N(C)C[C@@H]2Oc3c(NC(=O)C4CC4)cccc3C(=O)N([C@H](C)CO)C[C@H]2C)cc1	i
COc1ccc(NC(=O)CSC2=NC(c3ccccc3)CC(=O)N2)cc1Br (configuration not stated)	i
COc1ccc(S(=O)(=O)Nc2ccc3c(c2)C(=O)N([C@@H](C)CO)C[C@@H](C)[C@@H](CN(C)S(=O)(=O)c2c(C)noc2C)O3)cc1	i
CC1=C(CC/C(C)=C/C(=O)O)[C@@]2(C)CCCC(C)(C)C2CC1 (some centres not stated)	i
C[C@H]1CN([C@@H](C)CO)C(=O)c2cccc(NS(C)(=O)=O)c2O[C@@H]1CN(C)S(=O)(=O)c1ccccc1	i
CCO[C@@H]1OC(C(=O)N2CCOCC2)=C[C@H](c2ccc(C(F)(F)F)cc2)[C@H]1CCCO	i
O=[N+]([O-])c1ccc2nc(CSc3nc4ccccc4[nH]3)[nH]c2c1	i
COCCOC(=O)N1C(=O)[C@@]2(c3ccccc31)[C@H](C(=O)N1CCN(c3ncccn3)CC1)[C@H]1C(=O)O[C@H](c3ccccc3)[C@H](c3ccccc3)N1[C@@H]2c1ccccc1OCCO	i
COc1ccc(S(=O)(=O)N(C)C[C@H]2Oc3ccc(NC(=O)Cc4ccccc4)cc3CC(=O)N([C@@H](C)CO)C[C@@H]2C)cc1	i
C[C@H]1CCCCO[C@@H](CN(C)C(=O)C2CCCCC2)[C@@H](C)CN([C@@H](C)CO)C(=O)c2cc(NC(=O)c3ccncc3)ccc2O1	i
O=C(Nc1ccccc1)c1cc(S(=O)(=O)Nc2cccnc2)cs1	i
C[C@@H]1CN([C@H](C)CO)C(=O)CCCn2nncc2CO[C@H]1CN(C)C(=O)Cc1ccccc1	i
C[C@@H]1CCCCO[C@@H](CN(C)C(=O)c2ccccc2)[C@@H](C)CN([C@H](C)CO)C(=O)c2cc(NC(=O)Nc3ccc4c(c3)OCO4)ccc2O1	i
CC(C)(C)NS(=O)(=O)c1ccc(OCC(=O)Nc2ccc(F)c(Cl)c2)cc1	i
COCC(C)NCc1ccc(OC)c(OC)c1OC (configuration not stated)	i
C=C1CCC(C)C(C)(CCC2=CCOC2=O)C/C=C\C=C/1C(=O)O (configuration not stated)	i
COc1cc(O)c(CC=C(C)C)cc1C(=O)/C=C/c1ccc(O)c(CC=C(C)C)c1	i
C[C@@H]1CN([C@@H](C)CO)C(=O)c2cccc(NC(=O)C3CCCCC3)c2O[C@@H]1CN(C)Cc1ccc(-c2ccccc2)cc1	i
CC(=O)OC[C@H]1O[C@@H](Oc2c(-c3ccc(O)cc3)oc3cc(O)cc(O)c3c2=O)[C@H](O)[C@@H](O)[C@@H]1O	i
C[C@@H]1CN([C@@H](C)CO)C(=O)Cc2cc(NC(=O)Nc3ccc(F)cc3)ccc2O[C@@H]1CN(C)Cc1ccc2c(c1)OCO2	i
COC(=O)CCC(=O)Nc1ccc(C(N)=O)cc1	i
